From PubChem BioAssay
E coli Lon inh: E. coli protease La inhibition. inhibition, % at 7.94 µM. hit rate 0.42% among 360,000. purified E. coli Lon protease, fluorescence polarization. P0A9M0; in the data active = inhibition above about 13%, passing the limit was not always enough;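 note: 0% = enzyme with probe and DMSO and 100% = no enzyme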
bovine MsrA act: activators of bovine methionine sulfoxide reductase A. purified bovine MsrA, absorbance read-out. activation, % at 10.6 µM. hit rate 0.3% among 360,000. AID 602163; in the data active = activation above about 7.5%;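 note: 0% = vehicle and 100% = reference activator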
MsrA inhibitor: inhibits bovine methionine sulfoxide reductase A | purified bovine MsrA, absorbance read-out | inhibition, % at 15.5 µM | hit rate 0.75% among 360,000; in the data active = inhibition above about 4.5%;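 note: 0% = vehicle wells with enzyme and 100% = reference inhibitor wells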
Rpn11 inh: Rpn11 (human) deubiquitinase inhibition. O00487. human 26S proteasome, Ub4-pepOG fluorescence polarization; 20S core pre-blocked with epoxomicin. calls only at 20 µM. hit rate 0.59% among 360,000;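 active = inhibition at 20 µM, scaled to each plate's controls, above about 33%, limit read from the data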
FAS-TE inh: FAS thioesterase (human) inhibition; inhibition, % at 15 µM; hit rate 0.67% among 360,000; recombinant FAS-TE, OMFH fluorogenic substrate, fluorescence endpoint; P49327;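 active = compounds whose normalised, plate-corrected inhibition of enzyme fluorescence in the single-dose primary screen is 50% or more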;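 note: 0% = DMSO with enzyme and 100% = substrate without enzyme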
CSN deneddyl inh: CSN deneddylation inhibition; Q92905; Purified CSN, SCF-Nedd8-OG deneddylation, fluorescence polarization; inhibition, % at 12.5 µM; hit rate 0.38% among 360,000; AID 651999;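 active = pattern-corrected inhibition above about 35%, with an unprinted fluorescence ratio check between 0.5 and 1.5, limit read from the data, passing the limit was not always enough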;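 note: 0% = enzyme with substrate and 100% = substrate without enzyme; some results filed as inactive read as strong as hits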
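Assay system: purified human Csn5 enzyme expressed in HEK293T cells; measure: % inhibition; also added: SCFSkp2-Nedd8OG substrate at 10 nM final; technique: fluorescence polarization; times: reaction 90 min, room temperature; medium: Tris buffer pH 7.5, NaCl, DTT, Tween-20, trehalose, ovalbumin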
MLLE-PAM2 inh: blocks PAM2 peptide binding to the PABP1 MLLE domain; inhibition, % at 20 µM; GST-MLLE / FITC-PAM2 fluorescence polarization; hit rate 0.36% among 360,000; AID 588489; in the data active = inhibition above about 35%, passing the limit was not always enough;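 note: plate controls were DMSO wells with GST-MLLE for no effect and wells lacking GST-MLLE protein for full effect; some results filed as inactive read as strong as hits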
MT1-MMP act inh: blocks activation of human MT1-MMP; P50281; hit rate 0.061% among 360,000; GFP/RFP ratio change, % at 20 µM; HT1080 RFP-PRO-GFP cells, GFP/RFP ratio fluorescence, overnight; percent of plate control window, DMSO zero;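 active = GFP/RFP ratio change of at least 30% with cell ATP level not reduced by more than half and red fluorescence within 50% of control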; note: strong numbers were not always called active
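Material: RFP-PRO-GFP reporter HT1080 cells. Dosing: single-point 20 µM compound, 1% DMSO. Controls: DMSO and RFP-L50D-GFP cell wells. Timing: cells overnight before dosing, compound overnight, 37 °C, 5% CO2. Measure: GFP/RFP fluorescence ratio.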
Rin1 Abl inh: inhibitors of human Rin1-Abl protein interaction. TR-FRET Rin1/Abl binding, biochemical. hit rate 0.4% among 360,000. inhibition, % at 7.35 µM; in the data active = inhibition above about 5%, passing the limit was not always enough
* = called active by the depositor; i = inactive; x = not tested or not shown.

Structure	E coli Lon inh	bovine MsrA act	MsrA inhibitor	Rpn11 inh	FAS-TE inh	CSN deneddyl inh	MLLE-PAM2 inh	MT1-MMP act inh	Rin1 Abl inh
Cc1noc(C)c1S(=O)(=O)N(CC(=O)N1CCCCCC1)c1ccc(C(C)C)cc1	7	-8	-0.7	i	13	-4	-10	-6	-1
Cc1ccc(NC(=S)c2nc3ccccc3[nH]2)c(C)c1	3	-4	1.4	i	4	-6	20	2	-3
O=C(NCc1nc(-c2ccc(C(F)(F)F)cc2)no1)c1cccs1	-4	0	-0.4	i	16	3	-18	4	-2
Cc1ccc(NC(=O)c2ccc(Cl)nc2)cc1	-2	0	0.6	i	-3	-4	-7	-10	-2
Cc1cccc(N(C(=O)Cn2nnc(-c3ccc(C)o3)n2)C(C(=O)NC2CCCC2)c2ccncc2)c1 (centres undefined)	2	-3	0.0	i	-4	0	-5	2	-1
Cc1cc(C)n(/N=C/c2cccc(O)c2)c(=O)c1C(N)=O	-14	-7	1.9	i	-10	1	3	2	-1
O=c1cc(N2CCC(Cc3ccccc3)CC2)[nH]c(=O)n1C1CCCCC1	-8	5	-0.2	i	-5	-2	0	-6	1
COCCCNC(=O)CC1C[C@H](C(=O)N2CCCCC2)[C@@]2(CCc3ccccc3)c3[nH]c4ccc(OC)cc4c3CCN2C1=O (some centres undefined)	-2	-8	-0.6	i	20	-1	12	-7	0
O=C(O)CC/C(=N/NC(=O)c1cccs1)c1ccccc1	-6	-9	1.3	i	-7	-6	8	5	1
COC(=O)CNC(=O)/C=C/c1ccc(OC)cc1	-2	-3	x	i	-6	4	-3	2	0
CCC(NC(=S)NCc1ccc(F)cc1)c1ccc(C(C)C)cc1 (centres undefined)	-1	-3	-0.7	i	26	1	-80	0	2
CCc1n[nH]c(=S)n1/N=C/c1c[nH]c2ccc(Br)cc12	5	-4	0.1	i	-3	7	-33	-5	-2
O=C(Nc1cc(S(=O)(=O)N2CCOCC2)ccc1Cl)c1cc(=O)c2ccccc2o1	2	-1	0.7	i	16	-3	10	3	-2
COc1ccc(OC)c(Nc2nc(-c3sc(N)nc3C)cs2)c1	-7	-3	0.5	i	-9	11	-31	1	-1
CN(C(=O)COc1ccc(Cl)cc1Cl)C1(C)CCS(=O)(=O)C1 (centres undefined)	-3	-3	0.7	i	-8	-2	10	11	-2
Clc1ccc(-c2ncc3ccccn23)cc1	-1	-2	1.6	i	-4	11	-35	-7	0
Cc1nc(/C(=N/O)C(N)=O)cs1	3	-3	-0.7	i	-10	-3	8	-2	-7
Cc1c(C)n(C)c2ccc([N+](=O)[O-])cc12	-14	-6	0.5	i	9	-1	6	5	-3
CCN(CC)CC(C)OC(=O)c1cc(OC)c(OC)c(OC)c1 (centres undefined)	-6	-1	-0.5	i	-5	-5	2	7	0
Cc1ccc(NC(=O)CN(c2ccccc2)S(=O)(=O)N(C)C)cc1C	1	-3	0.1	i	3	-2	5	-1	1
S=c1[nH]c2ccccc2n2cccc12	1	-2	3.4	i	-1	2	19	-1	-32
C=CCn1c(SCC(=O)Nc2cc(NC(C)=O)ccc2OC)nnc1-c1ccccn1	-6	-2	0.3	i	-8	-2	10	-1	-5
CC(C)(C)OC(=O)N1CCC(c2c(C(=O)N3CCN(C(=O)c4ccco4)CC3)cnn2-c2cccc(Cl)c2)CC1	-2	-1	0.7	i	-4	-3	16	-2	3
CSc1ccccc1NC(=O)CSCc1ccc(Br)cc1	-9	-10	0.9	i	17	-5	9	-5	0
CCN1C(=O)CCC(C(=O)O)C1c1ccc(OC)cc1 (centres undefined)	2	-3	0.1	i	-3	2	-10	2	-1
COc1ccccc1NC(=O)c1ccccc1NC(=O)c1ccccn1	-5	-5	-0.4	i	8	0	-2	1	-2
O=C(O)c1cc2cc(Oc3ccccc3)ccc2[nH]1	2	-7	-0.6	i	-2	-5	7	2	-4
Cc1ccc(C(=O)C2CCN(CC(=O)Nc3nc(C)cs3)CC2)cc1	-5	-9	1.0	i	-2	0	-3	1	0
O=C(NCCNC(=O)c1ccccn1)c1ccccc1	-2	-2	-0.2	i	-3	-4	-4	2	-3
O=C(Nc1ccccc1N1CCCCC1)c1cccc([N+](=O)[O-])c1	1	-4	-0.1	i	28	3	6	0	-6
COc1ccc(NC(=O)c2cnn(-c3ccccc3)c2C)cc1	-6	-2	0.3	i	-2	-2	-8	0	-3
O=C(CNC(=O)C(c1ccccc1)c1ccccc1)OCC(=O)c1cccs1	-3	-6	-1.4	i	4	-3	7	11	-2
C/C(=N\NC(=O)c1cccnc1)c1ccc(C)c([N+](=O)[O-])c1	1	0	-0.8	i	1	-3	5	3	-2
CCCC[C@H](CN(N=O)[C@@H](Cc1ccccc1)CN(C)N=O)N(CCc1ccccc1)N=O	-8	-1	0.3	i	25	-4	5	-7	0
CCOc1ccccc1NC(=O)CCN1CCN(S(=O)(=O)c2ccc(OC)cc2)CC1	-5	-2	-1.1	i	7	-1	10	-3	0
COC(=O)c1ccc(CS(=O)(=O)c2ccc(C)cc2)o1	-5	-6	0.3	i	-6	5	-5	1	2
COc1ccc(/C(N)=C/C(=O)C(C)(C)C)cc1	0	-4	1.9	i	-1	-5	1	1	1
CCCCNc1nc(NC)nc(Cl)c1SC	-4	-2	1.6	i	-6	3	-7	-1	5
Cc1cc(Nc2cccc([N+](=O)[O-])c2)c2ccccc2n1	3	-1	1.8	i	4	0	7	9	0
CCCCNC(=O)C(CC)Sc1nc2sc(C(=O)OC)c(C)c2c(=O)n1N (centres undefined)	-2	-4	0.9	i	0	6	-11	-6	-6
COc1ccc(OCc2cc(/C=N\NC(=O)c3ccccc3)ccc2OC)cc1	-10	-4	0.7	i	13	-1	12	-8	-2
O=C(O)C1=C[C@H](c2ccc(C(F)(F)F)cc2)C[C@H](OCc2ccc(CO)cc2)O1	1	0	-0.8	i	-5	-1	10	-3	-3
C=CCn1c(SCC(=O)NC2CCCCC2)nc2ccccc2c1=O	-3	-5	1.1	i	1	-1	15	3	3
Cc1cc(C)c(C)c(S(=O)(=O)N2CCN(c3ccc(O)cc3)CC2)c1C	-1	-3	-0.9	i	23	2	2	-9	-1
CCOc1ccc(N2C(=O)CC(N(CCc3ccc(OC)cc3)C(=O)c3cccc(F)c3)C2=O)cc1 (centres undefined)	-9	-1	-0.9	i	3	2	-4	-1	-1
Cc1ccc(N2CC(C(=O)Nc3cccc(F)c3)CC2=O)cc1 (centres undefined)	-1	-2	0.1	i	-4	2	0	2	2
CCCC1SCC(C)(C)NC1=O (centres undefined)	-13	-4	-1.0	i	-8	2	5	0	1
CC(C)(CO)CNC1CCCN(C2Cc3ccccc3C2)C1 (centres undefined)	0	4	0.8	i	-4	3	-3	0	2
NC(=O)SC/C(=N\S(=O)(=O)c1ccccc1)Nc1ccccc1	3	-2	-0.3	i	-8	5	1	2	2
C=CCn1c(SC(F)F)nc2scc(-c3ccco3)c2c1=O	8	-3	0.6	i	22	-1	-5	9	-1
CCOC(=O)CCc1c(C)c(C#N)c2nc3ccccc3n2c1-n1ccnc1	-5	1	0.2	i	-6	-2	-8	2	-1
O=C(COc1cccnc1[N+](=O)[O-])NCc1ccccc1	4	-6	2.5	i	-4	1	-4	-1	0
CCN(CC)CCN(C(=O)CCS(=O)(=O)c1ccccc1)c1nc2c(C)cc(C)cc2s1	-5	-2	2.3	i	1	2	-1	-3	5
CCOC(=O)C1CCN(Cc2cc(=O)oc3cc(C)c(Cl)cc23)CC1	-6	0	0.8	i	29	-2	-2	0	1
COc1ccc(C(=O)CC(=O)C(=O)NCCc2cccc(C)c2)cc1	-21	-3	2.0	i	1	6	0	-8	-3
CC1=Nc2cccc3cccc(c23)N1C	2	-11	1.6	i	-11	-9	-3	1	-5

Remaining list, next part.
Structure	E coli Lon inh	bovine MsrA act	MsrA inhibitor	Rpn11 inh	FAS-TE inh	CSN deneddyl inh	MLLE-PAM2 inh	MT1-MMP act inh	Rin1 Abl inh
O=C(Nc1cccc([N+](=O)[O-])c1)c1ccc2c(c1)OCCO2	-7	-1	1.6	i	16	-5	-6	19	0
COc1ccc(CCNC(=O)c2c(O)c3cccc4c3n(c2=O)CC4)cc1	-4	1	-0.3	i	13	2	-6	-4	-3
O=C(CCNC(=O)c1ccc([N+](=O)[O-])cc1)NCc1cccs1	-17	0	0.0	i	42	-2	-7	2	-1
Cc1nc(C)c(C(=O)N(c2ccc(C)c(C)c2)C(C(=O)NCc2ccco2)c2ccccc2)s1 (centres undefined)	-13	-5	1.0	i	16	2	-6	-4	3
O=C(O)C1CCN(C(=O)c2scc3c2OCCO3)CC1	0	3	-0.7	i	-4	-5	-8	3	2
Cc1cccc(-n2nnnc2SCC(=O)NCC2(N3CCOCC3)CCCCC2)c1C	-4	-2	1.1	i	6	0	-12	-1	-1
Cc1ccc(NS(=O)(=O)c2cc(C(=O)OCC(=O)NCC3CCCO3)ccc2C)cc1 (centres undefined)	6	-3	-0.4	i	22	-2	2	4	-3
COn1cnnc1-c1ccccc1	-1	-7	-0.7	i	-11	1	-98	-1	4

Part of the list above, with each value named.
S=c1[nH]c2ccccc2n2cccc12
  E coli Lon inh: 1 | bovine MsrA act: -2 | MsrA inhibitor: 3.4 | Rpn11 inh: i | FAS-TE inh: -1 | CSN deneddyl inh: 2 | MLLE-PAM2 inh: 19 | MT1-MMP act inh: -1 | Rin1 Abl inh: -32
C/C(=N\NC(=O)c1cccnc1)c1ccc(C)c([N+](=O)[O-])c1
  E coli Lon inh: 1 | bovine MsrA act: 0 | MsrA inhibitor: -0.8 | Rpn11 inh: i | FAS-TE inh: 1 | CSN deneddyl inh: -3 | MLLE-PAM2 inh: 5 | MT1-MMP act inh: 3 | Rin1 Abl inh: -2
COc1ccccc1NC(=O)c1ccccc1NC(=O)c1ccccn1
  E coli Lon inh: -5 | bovine MsrA act: -5 | MsrA inhibitor: -0.4 | Rpn11 inh: i | FAS-TE inh: 8 | CSN deneddyl inh: 0 | MLLE-PAM2 inh: -2 | MT1-MMP act inh: 1 | Rin1 Abl inh: -2

New compounds follow:
Structure	E coli Lon inh	bovine MsrA act	MsrA inhibitor	Rpn11 inh	FAS-TE inh	CSN deneddyl inh	MLLE-PAM2 inh	MT1-MMP act inh	Rin1 Abl inh
COc1ccccc1NC(=O)CSc1nnc(CNC(=O)c2ccco2)n1C	5	-8	-1.2	i	-2	4	-2	1	0
CC(Sc1nnc(C(C)Oc2ccc(F)cc2)o1)C(=O)NCc1ccc2c(c1)OCO2 (centres undefined)	-10	1	-0.3	i	3	1	-54	0	0
CC(C)NC(=O)CSc1c2c(nc3ccccc13)CCCC2	-4	-4	1.9	i	-6	1	10	6	-5
O=C(c1ccccc1)N1CCC(O)(c2cccnc2)CC1	-11	-7	-0.1	i	-13	2	10	2	1
CCNC(=S)NNc1nc(N2CCCCC2)nc(N2CCOCC2)n1	-4	-3	0.9	i	-5	-10	-99	1	1
CCOC(=O)C(NC(=O)c1ccc(Cl)cc1Cl)(Nc1ccc(C)cc1)C(F)(F)F (centres undefined)	-6	-4	-1.3	i	19	-3	-5	-2	4
COc1ccc(S(=O)(=O)N2CCCCC2)cc1NC(=O)Cc1cccs1	20	-13	-0.1	i	4	4	5	4	-1
N#C/C(=C\c1ccc(N2CCCC2)c([N+](=O)[O-])c1)c1nc2ccccc2[nH]1	-7	-5	-0.1	i	14	2	-21	10	-4
COc1ccc(OC(=O)c2cc(S(=O)(=O)N3CCCC3)ccc2Cl)cc1	-11	-5	-0.7	i	23	-1	-2	9	-2
CCCCN(CCCC)CCCNC(=O)C1CC(c2ccc(C(F)(F)F)cc2)=NO1 (centres undefined)	-7	-2	0.0	i	-6	5	-8	-1	3
